DAX1 inh-1: DAX1 (NR0B1) inhibition, primary screen. inhibition, % at 6.8 µM. HEK293T StAR-luciferase reporter, SF-1/DAX-1 repression relief. AID 652010. hit rate 1.1% among 370,000;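 active = inhibition above the mean over all tested compounds plus 3 SD, cut at about 3.6% in these data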;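 also: 0% = DAX-1 cells with DMSO and 100% = cells lacking DAX-1 with DMSO; higher inhibition means more luminescence from relief of DAX-1 repression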
PLCb3 inh: inhibitors of human phospholipase C beta3; Q01970; Purified PLC-beta3, fluorogenic substrate, fluorescence; inhibition, % at 12.2 µM; hit rate 0.18% among 370,000; AID 720704; in the data active = inhibition above about 11%;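 also: 0% = median of compound wells on plate and 100% = full blocker control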
ADAM17 inh: ADAM17 inhibition, QFRET primary screen. recombinant ADAM17, EDANS/DABCYL FRET peptide cleavage. inhibition, % at 6.95 µM. AID 720648. P78536. hit rate 0.83% among 370,000;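 active = inhibition above the mean of compounds lying between control limits plus 3 SD, set per campaign, cut at about 8.5% in these data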;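 also: 0% = DMSO-only wells as the low control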
Target sequence (P78536 215-824 limits assumed): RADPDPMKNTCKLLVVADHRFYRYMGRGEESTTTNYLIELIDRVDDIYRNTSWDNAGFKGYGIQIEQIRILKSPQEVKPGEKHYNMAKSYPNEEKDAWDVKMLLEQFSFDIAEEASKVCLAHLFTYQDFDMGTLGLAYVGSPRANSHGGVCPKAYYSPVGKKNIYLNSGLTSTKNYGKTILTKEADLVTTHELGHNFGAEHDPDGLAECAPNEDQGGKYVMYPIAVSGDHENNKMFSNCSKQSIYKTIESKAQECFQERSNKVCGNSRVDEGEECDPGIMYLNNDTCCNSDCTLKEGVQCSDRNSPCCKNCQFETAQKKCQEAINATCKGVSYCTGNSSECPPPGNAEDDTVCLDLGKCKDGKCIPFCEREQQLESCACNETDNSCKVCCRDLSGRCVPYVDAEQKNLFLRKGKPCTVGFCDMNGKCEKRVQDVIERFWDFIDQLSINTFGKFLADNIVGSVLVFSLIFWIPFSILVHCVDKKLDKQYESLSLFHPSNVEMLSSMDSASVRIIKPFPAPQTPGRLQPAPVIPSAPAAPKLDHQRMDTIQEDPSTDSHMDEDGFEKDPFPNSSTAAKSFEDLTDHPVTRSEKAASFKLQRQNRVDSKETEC
SMARCA2 act: increases SMARCA2 function in MMTV reporter cells | MG213 cells, MMTV-luciferase reporter, dexamethasone, overnight | activation, % at 9.1 µM | hit rate 1% among 370,000; in the data active = activation above about 7.8%;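 also: 0% = vehicle wells and 100% = reference activator wells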
PLC-gamma1 inh: blocks human PLC-gamma1 enzyme activity | P19174 | purified PLC-gamma1, fluorogenic substrate, fluorescence | inhibition, % at 12.2 µM | hit rate 0.84% among 370,000 | AID 720700; in the data active = inhibition above about 9.5%
MBD2 inh: blocks human MBD2 binding to methylated DNA; inhibition, % at 4.4 µM; hit rate 0.31% among 370,000; AID 686964; TR-FRET, MBD2 binding to methylated oligonucleotide; in the data active = inhibition above about 13%
DAX1 inh-2: inhibitors of human orphan nuclear receptor DAX1 (NR0B1); inhibition, % at 6.75 µM; P51843; hit rate 0.99% among 340,000; AID 504766; HEK293 Gal4-DAX1 luciferase reporter, luminescence;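 active = inhibition above the mean over all tested compounds plus 3 SD, cut at about 4.2% in these data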;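 also: 0% = DAX1-transfected cells with DMSO and 100% = empty-vector control cells with DMSO; inhibition shows as a rise in luminescence from relieved DAX1 repression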
Target sequence (P51843 207-470 limits assumed): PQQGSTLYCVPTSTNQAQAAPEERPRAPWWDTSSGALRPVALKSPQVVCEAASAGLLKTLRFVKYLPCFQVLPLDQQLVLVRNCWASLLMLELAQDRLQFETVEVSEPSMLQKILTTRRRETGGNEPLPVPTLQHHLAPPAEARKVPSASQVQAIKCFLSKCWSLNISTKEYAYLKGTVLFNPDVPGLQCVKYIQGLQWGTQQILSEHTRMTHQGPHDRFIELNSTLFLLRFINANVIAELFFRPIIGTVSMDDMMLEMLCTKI
hgDAF12 agonist: agonists of H. glycines DAF-12 nuclear receptor. HEK293 GAL4-hgDAF12 UAS-luciferase reporter, agonist luminescence; normalized to butyrate control. activation, % at 6.8 µM. hit rate 1.8% among 370,000;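 active = activation above a cutoff set at the mean of all screened compounds plus 3 SD, cut at about 10% in these data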;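 also: 0% = DMSO wells and 100% = sodium butyrate wells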
hcDAF-12 act: activators of H. contortus DAF-12 nuclear receptor | hit rate 1.4% among 370,000 | activation, % at 6.8 µM | HEK293 hcDAF-12 lit1-tk-luc reporter, luminescence; 0% DMSO, 100% Δ7-dafachronic acid;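 active = activation above the mean of all tested compounds plus 3 SD, cut at about 5.5% in these data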;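 also: 100% = response to 3 µM Δ7-dafachronic acid high control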
NR1D1 modulator: Rev-erb alpha (human) modulation | Rev-erbα–FITC-DNA binding, fluorescence polarization, 90 min | activity, % at 10 µM | hit rate 0.79% among 370,000 | AID 1259318;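 active = activity above about 14%, limit read from the data; passing the limit was not always enough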;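 also: 0% = DMSO wells with 35 nM protein and 100% = DMSO wells with 750 nM protein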
ssDAF-12 act: S. stercoralis DAF-12 activation, primary screen; activation, % at 6.8 µM; HEK293 ssDAF-12/GRIP1 lit1-tk-luc reporter, luminescence; % of 3 µM dafachronic acid response; AID 652126; hit rate 1% among 370,000;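 active = activation above the mean over all tested compounds plus 3 SD, cut at about 0.9% in these data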;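 also: 0% = DMSO-only wells and 100% = 3 µM delta7-dafachronic acid wells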
* hit, by the source's call.

O=C(c1ccccc1)N1CCOC12CCN(c1ncc(C(F)(F)F)cc1Cl)CC2 was read as DAX1 inh-1 0.1, PLCb3 inh -3, ADAM17 inh -1, SMARCA2 act 0, PLC-gamma1 inh 1, MBD2 inh 2, DAX1 inh-2 0.4, hgDAF12 agonist 0.2, hcDAF-12 act -1.7, NR1D1 modulator 0 and ssDAF-12 act -1.4.
`CC(=O)C1=C(C)N(CC2CC2)C(=O)N[C@H]1c1ccc(Br)cc1` gave DAX1 inh-1 -0.1, PLCb3 inh 4, ADAM17 inh -3, SMARCA2 act 0, PLC-gamma1 inh 1, MBD2 inh -4, DAX1 inh-2 1.4, hgDAF12 agonist -3.2, hcDAF-12 act 0.5, NR1D1 modulator -4 and ssDAF-12 act -0.9.
`CCCCNC(=O)c1ccc2c(c1)ncn2C1CCCCC1` gave DAX1 inh-1 0.2, PLCb3 inh -2, ADAM17 inh -23, SMARCA2 act -2, PLC-gamma1 inh -1, MBD2 inh 8, DAX1 inh-2 -0.7, hgDAF12 agonist 0.5, hcDAF-12 act -1.5, NR1D1 modulator 4 and ssDAF-12 act -0.7.
`O=C1CCCC2=C1C(c1ccccc1)CC(=O)N2c1ccc(F)cc1F` (stereo not drawn) gave DAX1 inh-1 -0.2, PLCb3 inh 3, ADAM17 inh 0, SMARCA2 act -1, PLC-gamma1 inh 1, MBD2 inh -1, DAX1 inh-2 -0.2, hgDAF12 agonist 1.5, hcDAF-12 act -0.6, NR1D1 modulator -1 and ssDAF-12 act -1.8.
Screening CCN(C(=O)CN1C(=O)NC(c2ccccc2)(c2ccccc2)C1=O)c1ccccc1 returned DAX1 inh-1 -0.5, PLCb3 inh 2, ADAM17 inh 4, SMARCA2 act -2, PLC-gamma1 inh 1, MBD2 inh -3, DAX1 inh-2 0.5, hgDAF12 agonist 0.0, hcDAF-12 act -0.3, NR1D1 modulator 5 and ssDAF-12 act -0.9.
`COc1cc(C2C(C#N)=C(N)Oc3cc4c(cc32)OCO4)cc(OC)c1OC` (stereo not drawn) gave DAX1 inh-1 4.4*, PLCb3 inh -12, ADAM17 inh -3, SMARCA2 act 0, PLC-gamma1 inh -5, MBD2 inh -6, DAX1 inh-2 0.8, hgDAF12 agonist -1.4, hcDAF-12 act -0.1, NR1D1 modulator 1 and ssDAF-12 act -0.9.
`COc1ncccc1-c1nnn(-c2ccc(C)cc2)n1` gave DAX1 inh-1 1.7, PLCb3 inh -2, ADAM17 inh -2, SMARCA2 act 5, PLC-gamma1 inh 1, MBD2 inh 3, DAX1 inh-2 0.6, hgDAF12 agonist 17*, hcDAF-12 act 2.7, NR1D1 modulator -7 and ssDAF-12 act -0.2.
COC(=O)c1cc(C(=O)OC)n(Cc2ccc(Cl)cc2Cl)n1 was read as DAX1 inh-1 -0.2, PLCb3 inh -4, ADAM17 inh -1, SMARCA2 act -4, PLC-gamma1 inh 6, MBD2 inh -3, DAX1 inh-2 -1.6, hgDAF12 agonist -2.3, hcDAF-12 act -1.2, NR1D1 modulator -1 and ssDAF-12 act -1.6.
`CCCCC[C@@H]1C=C(C(=O)O)[C@H](c2ccc(Br)cc2)N1S(=O)(=O)c1ccc(C)cc1` gave DAX1 inh-1 -0.5, PLCb3 inh -6, ADAM17 inh 3, SMARCA2 act -4, PLC-gamma1 inh -4, MBD2 inh -4, DAX1 inh-2 0.1, hgDAF12 agonist 0.8, hcDAF-12 act 0.4, NR1D1 modulator -4 and ssDAF-12 act -0.9.
For CCc1cc(C(=O)c2ccc(OC)cc2)c(NC(=O)CCC(=O)O)s1 the results were DAX1 inh-1 0.7, PLCb3 inh -7, ADAM17 inh 0, SMARCA2 act 0, PLC-gamma1 inh 0, MBD2 inh -4, hgDAF12 agonist -1.6, hcDAF-12 act 0.5, NR1D1 modulator -2 and ssDAF-12 act -1.7.
Screening N#CC1=C(SCC(=O)NCc2ccccc2)NC(=O)CC1c1ccco1 (stereo not drawn) returned DAX1 inh-1 0.9, PLCb3 inh -16, ADAM17 inh 3, SMARCA2 act -3, PLC-gamma1 inh -9, MBD2 inh -10, DAX1 inh-2 0.7, hgDAF12 agonist 0.5, hcDAF-12 act -0.5, NR1D1 modulator 0 and ssDAF-12 act -1.3.
O=C(CC[C@H]1O[C@@H](n2cnc3c(NC(=O)c4ccccc4)ncnc32)[C@H](O)[C@@H]1O)N[C@@H](CO)c1ccccc1 was read as DAX1 inh-1 -1.3, PLCb3 inh 2, ADAM17 inh -3, SMARCA2 act -5, PLC-gamma1 inh 0, MBD2 inh -8, hgDAF12 agonist 1.0, hcDAF-12 act 1.6, NR1D1 modulator -3 and ssDAF-12 act -1.1.

Looked up one by one from the list above:
O=C(c1ccccc1)N1CCOC12CCN(c1ncc(C(F)(F)F)cc1Cl)CC2 was read as DAX1 inh-1 0.1, PLCb3 inh -3, ADAM17 inh -1, SMARCA2 act 0, PLC-gamma1 inh 1, MBD2 inh 2, DAX1 inh-2 0.4, hgDAF12 agonist 0.2, hcDAF-12 act -1.7, NR1D1 modulator 0 and ssDAF-12 act -1.4.
For CCc1cc(C(=O)c2ccc(OC)cc2)c(NC(=O)CCC(=O)O)s1 the results were DAX1 inh-1 0.7, PLCb3 inh -7, ADAM17 inh 0, SMARCA2 act 0, PLC-gamma1 inh 0, MBD2 inh -4, hgDAF12 agonist -1.6, hcDAF-12 act 0.5, NR1D1 modulator -2 and ssDAF-12 act -1.7.

Following part
Screening CN(C)c1cc[n+](CC[n+]2ccc(N(C)C)cc2)cc1 returned DAX1 inh-1 -0.3, PLCb3 inh -1, ADAM17 inh -5, SMARCA2 act 0, PLC-gamma1 inh -2, MBD2 inh 1, DAX1 inh-2 0.2, hgDAF12 agonist -2.5, hcDAF-12 act -1.9, NR1D1 modulator 4 and ssDAF-12 act -1.3.
For CN(C)CCCNc1nc2cc(-c3cncnc3)sc2c(=O)n1C the results were DAX1 inh-1 0.0, PLCb3 inh -23, ADAM17 inh -8, SMARCA2 act -2, PLC-gamma1 inh -13, MBD2 inh -2, hgDAF12 agonist 3.0, hcDAF-12 act 0.4, NR1D1 modulator -5 and ssDAF-12 act -1.2.
For CCCc1nc(N)c(C#N)c(N)c1C#N the results were DAX1 inh-1 -0.5, PLCb3 inh -2, ADAM17 inh -1, SMARCA2 act 1, PLC-gamma1 inh 2, MBD2 inh -5, DAX1 inh-2 0.1, hgDAF12 agonist -0.2, hcDAF-12 act -0.6, NR1D1 modulator -1 and ssDAF-12 act -0.9.
`CCCCN(CC)C(=O)C1CCC(CNS(=O)(=O)c2cccc3nsnc23)CC1` (stereo not drawn) gave DAX1 inh-1 -0.7, PLCb3 inh -8, ADAM17 inh -2, SMARCA2 act -1, PLC-gamma1 inh -1, MBD2 inh 0, DAX1 inh-2 -0.8, hgDAF12 agonist -0.6, hcDAF-12 act -2.4, NR1D1 modulator 4 and ssDAF-12 act -0.9.
O=C(Cn1nc(CNc2ccc(Cl)cc2)[n+]2c1CCCCC2)c1ccc(Br)cc1 was read as DAX1 inh-1 0.5, PLCb3 inh 3, ADAM17 inh -2, SMARCA2 act -3, PLC-gamma1 inh 4, MBD2 inh 0, DAX1 inh-2 0.5, hgDAF12 agonist -1.3, hcDAF-12 act -1.1, NR1D1 modulator 0 and ssDAF-12 act -0.2.
Screening COc1ccc(-n2nc(C(=O)NCC(=O)NC(C)C)c3ccccc3c2=O)cc1Cl returned DAX1 inh-1 -0.1, PLCb3 inh -73, ADAM17 inh -4, SMARCA2 act -2, PLC-gamma1 inh -44, MBD2 inh -1, DAX1 inh-2 0.5, hgDAF12 agonist -0.9, hcDAF-12 act 0.2, NR1D1 modulator 10 and ssDAF-12 act 0.3.
For Cc1sc2ncnc(SCC(=O)N3CCC(c4noc5ccc(F)cc45)CC3)c2c1C the results were DAX1 inh-1 0.0, PLCb3 inh 1, ADAM17 inh -3, SMARCA2 act -1, PLC-gamma1 inh -1, MBD2 inh -2, DAX1 inh-2 -0.4, hgDAF12 agonist -1.1, hcDAF-12 act -1.1, NR1D1 modulator 5 and ssDAF-12 act -1.1.
For Cc1nn(Cc2ccc(Cl)cc2)c(C)c1NC(=O)c1cc(C(C)C)on1 the results were DAX1 inh-1 -1.3, PLCb3 inh -1, ADAM17 inh -1, SMARCA2 act -4, PLC-gamma1 inh 0, MBD2 inh 0, DAX1 inh-2 -2.4, hgDAF12 agonist 0.0, hcDAF-12 act -4.1, NR1D1 modulator -2 and ssDAF-12 act -1.8.
Screening CC(C)CCNc1ncnc2c1nnn2Cc1ccccc1Cl returned DAX1 inh-1 0.0, PLCb3 inh 4, ADAM17 inh -1, SMARCA2 act 0, PLC-gamma1 inh 2, MBD2 inh -8, DAX1 inh-2 -0.6, hgDAF12 agonist 0.2, hcDAF-12 act -1.3, NR1D1 modulator 1 and ssDAF-12 act -1.0.
Screening COc1ccc(C2Nc3ccccc3C(=O)N2c2ccc(F)cc2)cc1Cn1nnc2ccccc21 (stereo not drawn) returned DAX1 inh-1 1.2, PLCb3 inh -30, ADAM17 inh -16, SMARCA2 act 1, PLC-gamma1 inh -27, MBD2 inh -1, DAX1 inh-2 -0.7, hgDAF12 agonist 2.0, hcDAF-12 act 1.2, NR1D1 modulator -7 and ssDAF-12 act -0.6.
COc1ccc(S(=O)(=O)N2CCCOC2CNC(=O)C(=O)NCCc2ccco2)cc1C (stereo not drawn) was read as DAX1 inh-1 -2.2, PLCb3 inh -2, ADAM17 inh -1, SMARCA2 act 5, PLC-gamma1 inh 4, MBD2 inh -5, DAX1 inh-2 0.6, hgDAF12 agonist 3.0, hcDAF-12 act 0.7, NR1D1 modulator 0 and ssDAF-12 act -0.9.
`CCOC(=O)c1cc(OC(=O)c2cccc([N+](=O)[O-])c2)n(-c2ccccc2)n1` gave DAX1 inh-1 -0.4, PLCb3 inh 1, ADAM17 inh -2, SMARCA2 act 0, PLC-gamma1 inh -1, MBD2 inh 1, DAX1 inh-2 0.1, hgDAF12 agonist -1.2, hcDAF-12 act -1.4, NR1D1 modulator -4 and ssDAF-12 act -1.6.
Screening COc1ccc(N/N=C(\C#N)C(=N)N2CCOCC2)cc1 returned DAX1 inh-1 2.9, PLCb3 inh -2, ADAM17 inh 8.8*, SMARCA2 act -2, PLC-gamma1 inh 7, MBD2 inh 0, DAX1 inh-2 5.3*, hgDAF12 agonist 8.5, hcDAF-12 act 0.2, NR1D1 modulator 7 and ssDAF-12 act -1.3.
Screening NC1=NC[C@H](Cc2ccccc2)N1CCCCC1CCCCC1 returned DAX1 inh-1 -1.3, PLCb3 inh 0, ADAM17 inh -1, SMARCA2 act -2, PLC-gamma1 inh 3, MBD2 inh -1, DAX1 inh-2 0.2, hgDAF12 agonist -1.6, hcDAF-12 act -1.1, NR1D1 modulator 0 and ssDAF-12 act -1.4.
O=C(COc1ccccc1F)NNC(=O)Cn1c(=O)cnc2ccccc21 was read as DAX1 inh-1 -0.2, PLCb3 inh -3, ADAM17 inh 0, SMARCA2 act 4, PLC-gamma1 inh 2, MBD2 inh 2, DAX1 inh-2 1.1, hgDAF12 agonist 2.3, hcDAF-12 act -1.5, NR1D1 modulator -4 and ssDAF-12 act -0.7.
Screening Nc1c(Cl)ncnc1NCc1ccccc1 returned DAX1 inh-1 -0.8, PLCb3 inh -1, ADAM17 inh -4, SMARCA2 act -2, PLC-gamma1 inh 0, MBD2 inh 1, DAX1 inh-2 -0.1, hgDAF12 agonist -4.2, hcDAF-12 act -2.7, NR1D1 modulator -1 and ssDAF-12 act -1.8.

High-throughput results from PubChem BioAssay.
